# NPC1 promoter act: NPC1 promoter activation; Potency, µM (titrated, usually from 9.22 µM), for inactives: at the highest dose activation, actives largely listed as activators; hit rate 2.4% among 320,000; Huh7 NPC1 promoter luciferase reporter, 24 h; AID 485313;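 further: % of control where 0% means no effect; nearly all actives have a fitted effect of over 60% in size; reporter is driven by a mutant NPC1 promoter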
#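 Readout is luciferase luminescence, reflecting NPC1 promoter activation in stably transfected Huh7 cells after 24 h compound exposure at 37 °C in reduced-serum medium with 10% FBS.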
# ELG1 genotox: inducers of genotoxicity in HEK293T ELG1-luciferase cells | Potency, µM (series often up to 46 µM), for inactives: at the highest dose activity change, positive = activation, usual class: activators | hit rate 1.3% among 330,000 | HEK293T ELG1-luciferase reporter, luminescence, 16 h; further: % of control where 0% means no effect; nearly all actives have a fitted effect of over 60% in size
#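 Quantitative HTS format in 1536-well plates. HEK293T ELG1-luciferase reporter cells receive test compound and are incubated 16 hr at 37 °C, 5% CO2; ONE-Glo added, 30 min room temperature, then luminescence read.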
# MBNL1-CUG inh: MBNL1-poly(CUG) RNA binding inhibition. Q9NR56. TR-FRET MBNL1-His/biotin-(CUG)12 binding, 665/545 ratio. Potency, µM (highest dose often 57.5 µM), for inactives: top-dose activity change, negative = inhibition, usual class: inhibitors. hit rate 0.036% among 280,000; active means well fitted inhibition curve with a large enough effect in the signal ratio, with a control signal flat, not every such curve was filed as active; inconclusive means small, poorly fitted or top-dose-only effect, or effect the other way, or a change in a side signal; inactive means no such curve, though single readings can be large or run the other way; the % refers to the signal ratio; further: on the % scale 0 is the no-effect control and ±100 the full control effect
#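 MBNL1-His + Biotin-(CUG)12, cpd titration 92 nM–58 uM; Tb anti-His Ab 0.055 ng/ul, SA-XL665 5 nM (final); 60 min RT; ratiometric 665/545 nm, Ex 340 nm; normalized to buffer and full-complex controls.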
# RORgamma inh: blocks mouse ROR gamma transcriptional activity; AID 2551; hit rate 5.4% among 310,000; Drosophila S2 Gal4-RORgamma UAS-luciferase reporter, 20 h; Potency, µM (doses to about 53.6 µM), for the others: top-dose activity change, negative = inhibition, hits mostly inhibitors; further: on the % scale 0 is the no-effect control and ±100 the full control effect; nearly all actives have a fitted effect of over 60% in size
# Target sequence (P51450 whole entry, looked up, the tested form may be a part): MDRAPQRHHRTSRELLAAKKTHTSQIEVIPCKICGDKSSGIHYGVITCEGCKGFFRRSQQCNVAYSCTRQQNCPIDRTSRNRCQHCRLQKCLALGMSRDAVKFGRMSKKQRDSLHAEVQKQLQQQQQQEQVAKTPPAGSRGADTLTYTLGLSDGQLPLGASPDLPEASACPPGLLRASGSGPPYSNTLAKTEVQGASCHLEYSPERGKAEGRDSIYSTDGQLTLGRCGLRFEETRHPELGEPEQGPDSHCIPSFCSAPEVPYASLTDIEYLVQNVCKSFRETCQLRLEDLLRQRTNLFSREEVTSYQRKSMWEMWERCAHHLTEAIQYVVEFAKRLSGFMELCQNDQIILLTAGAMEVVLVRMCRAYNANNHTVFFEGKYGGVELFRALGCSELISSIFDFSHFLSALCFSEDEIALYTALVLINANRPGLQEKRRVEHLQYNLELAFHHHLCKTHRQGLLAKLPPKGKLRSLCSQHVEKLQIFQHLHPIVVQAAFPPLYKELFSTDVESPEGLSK
#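 ROR gamma transcriptional activity was tracked as Gal4-UAS luciferase output in stably transfected Drosophila Schneider cells, with compound added 1 hr before 700 uM copper sulfate induction and a 20 hr ambient-temperature incubation.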
# uPA generation: cell surface uPA generation inhibition; cell surface uPA generation assay, qHTS; hit rate 0.31% among 330,000; Potency, µM (top dose mostly 38.3 µM), for inactives: at the top dose activity change, negative = inhibition, actives largely listed as inhibitors; AID 540303; active means well fitted inhibition curve with a large enough effect; inconclusive means small, poorly fitted or top-dose-only effect; inactive means no such curve, though single readings can be large or run the other way; tested in mouse RAW 264.7 cells; further: on the % scale 0 is the no-effect control and ±100 the full control effect; nearly all actives have a fitted effect of over 55% in size
# Rab9 promoter act: Rab9 promoter activation. Potency, µM (top dose mostly 9.22 µM), for inactives: at the highest dose activation, negative = inhibition, actives largely listed as activators. hit rate 2.8% among 320,000. Huh7 Rab9 promoter-luciferase reporter, luminescence, 24 h; further: % of control where 0% means no effect; nearly all actives have a fitted effect of over 60% in size
#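 Steps: seed 1500 Huh7 Rab9-luc cells per well, rest 2 h at 37 °C; add compound in DMSO; incubate 24 h; add luciferase reagent, 10 min ambient; read luminescence.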
# p53 reactivator: mutant p53 re-activation in reporter cells. hit rate 0.063% among 320,000. H1299 p53-A138V BP100-luciferase reporter, luminescence, 24 h. Potency, µM (titrated, usually from 92.2 µM), for the others: at the highest dose activity change, positive = activation, usual class: activators; further: % of control where 0% means no effect; nearly all actives have a fitted effect of over 45% in size
#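 p53-null H1299 cells stably carrying temperature-sensitive p53-A138V and a BP100-luciferase reporter were pinned with compounds (4-point, 1:5 series) and held 24 hrs at 37 deg C. Luminescence was read 10 min after detection reagent.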
# Gal4-VP16 FLuc: inhibits Gal4-VP16 luciferase reporter, ROR gamma counter-screen; Drosophila S2 Gal4-VP16 UAS-luciferase, luminescence, 20 h; Potency, µM (series often up to 53.6 µM), for inactives: at the highest dose activity, negative = inhibition, usual class: inhibitors; hit rate 3.5% among 310,000;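 further: Gal4-VP16 expression switched on by copper sulfate through the metallothionein promoter; on the % scale 0 is the no-effect control and ±100 the full control effect; nearly all actives have a fitted effect of over 50% in size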
# MLL CXXC-DNA inh: inhibitors of human MLL CXXC domain-DNA interaction | MLL-CXXC / FITC-HOXA9 DNA fluorescence polarization | Potency, µM (highest dose often 115 µM), for the others: top-dose activity change, negative = inhibition, usual class: inhibitors | hit rate 0.037% among 290,000; active means well fitted inhibition curve with a large enough effect in the polarisation, with a control signal flat, not every such curve was filed as active; inconclusive means small, poorly fitted or top-dose-only effect, or effect the other way, or a change in a side signal; inactive means no such curve, though single readings can be large or run the other way; the % refers to the polarisation
#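 Purified MLL-CXXC (added from a 7 uM solution) was preincubated 5 min at ambient with pinned compounds in 50 mM Tris-HCl pH 7.5, 50 mM NaCl, 1 mM DTT, 0.05% BSA. Fluorescein-labeled HOX-A9 DNA (50 nM solution) followed, 30 min, then polarization read.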
# BRCA1 expr up: activators of BRCA1 expression; MCF7-BRCA1-FFLuc reporter, luminescence, 48 h; response scale: scaled: vehicle 0%, 10 µM genistein 100%; Potency, µM (series often up to 46.1 µM), for the others: at the highest dose activation, most hits filed as activators; hit rate 1.1% among 380,000; AID 624202; further: nearly all actives have a fitted effect of over 80% in size; some results filed as inactive show a strong effect at the top dose
#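 Luminescence from a BRCA1-driven firefly luciferase in MCF7 cells was the read-out, taken 15 min after substrate addition following 48 h compound exposure at 37 °C. Data were normalized to a 10 microM genistein control and DMSO vehicle.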
# FLuc modulator: inhibits or activates purified firefly luciferase, miR-21 counter-screen. hit rate 6.9% among 360,000. purified FLuc, Km substrates, luminescence inhibition. AID 588342. Potency, µM (highest dose often 57.5 µM), for the others: at the highest dose activity change, negative = inhibition, most hits filed as inhibitors. P08659;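 further: plate controls were vehicle for no effect and reference inhibitor for full effect; nearly all actives have a fitted effect of over 55% in size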
# Target sequence (P08659 whole entry, looked up): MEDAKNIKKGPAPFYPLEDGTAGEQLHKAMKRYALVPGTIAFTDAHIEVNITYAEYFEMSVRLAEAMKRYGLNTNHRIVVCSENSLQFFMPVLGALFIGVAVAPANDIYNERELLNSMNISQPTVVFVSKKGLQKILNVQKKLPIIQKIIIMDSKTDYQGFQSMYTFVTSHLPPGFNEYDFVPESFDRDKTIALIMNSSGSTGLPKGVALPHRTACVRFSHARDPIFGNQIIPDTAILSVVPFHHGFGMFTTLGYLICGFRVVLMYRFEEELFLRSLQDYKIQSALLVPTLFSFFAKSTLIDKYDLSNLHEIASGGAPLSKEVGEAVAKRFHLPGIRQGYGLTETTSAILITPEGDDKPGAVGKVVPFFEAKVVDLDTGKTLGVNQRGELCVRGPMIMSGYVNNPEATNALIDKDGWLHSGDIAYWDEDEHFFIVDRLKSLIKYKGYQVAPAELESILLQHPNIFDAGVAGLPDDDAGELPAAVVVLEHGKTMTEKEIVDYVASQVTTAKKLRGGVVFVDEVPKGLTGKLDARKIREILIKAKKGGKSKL
#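 Purified P. pyralis luciferase, 10 nM final, with Km-level 10 uM D-luciferin and 10 uM ATP in 50 mM Tris acetate pH 7.5, 10 mM Mg acetate, 0.01% Tween-20, 0.05% BSA; 6-point qHTS titration about 60 µM downward; luminescence read.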
# The depositor's hits bear a star; ? = inconclusive; . = no result given; & = joins results of further samples; [ ] = remark or other dose. Unless noted, the call rests on the fitted dose curve; in most records, active means well fitted curve in the direction sought with a large enough effect; inconclusive means small, poorly fitted or top-dose-only effect, or another doubt; inactive means no such curve, though single readings can be large; an effect the other way counts as inactive or inconclusive. Potency means the concentration at half of the fitted maximal effect.
SMILES,NPC1 promoter act,ELG1 genotox,MBNL1-CUG inh,RORgamma inh,uPA generation,Rab9 promoter act,p53 reactivator,Gal4-VP16 FLuc,MLL CXXC-DNA inh,BRCA1 expr up,FLuc modulator
CCc1ccc2c(c1)C(NC(C)=O)C(=O)N2CCN1CCOCC1 (configuration not stated),0.1%,1.5%,-15.2%,6.3%,-1.2%,0.6%,4.3%,-11.4%,19.4%,11.8%,?
COC(=O)c1c(NC(=S)Nc2ccc(F)cc2[N+](=O)[O-])sc2c1CCCCC2,4.5%,-0.5%,?,?,-8.7%,-2.5%,-26.2%,?,11.7%,-22.1%,-18.3%
Cc1cc(=O)[nH]c(COc2ccccc2)n1,0.4%,-0.9%,-15.2%,0.5%,3.7%,0.3%,1.9%,-10.2%,-9.5%,-2.3%,0.0%
O=C(O)CCCCCNCc1ccncc1,-0.1%,-0.7%,-2.3%,4.2%,.,-4.6%,-19.4%,-1.2%,-0.8%,10.9%,6.3%
O=C(O)c1c(NC(=O)N(CCO)Cc2ccccc2)sc2c1CCCC2,-0.7%,0.2%,-2.2%,17.7%,4.5%,2.3%,10.5%,-7.2%,1.0%,12.3%,-4.2%
Cc1cccc(C(=O)Oc2csc(=S)n2C(=O)c2cccc(C)c2)c1,-2.8%,0.6%,53.0%[activator],?,2.4%,0.8%,8.8%,-25.8%,151.2%[activator],5.8%,?
CSc1ccccc1C(=O)C1CCCN(Cc2c(C)n(C)n(-c3ccccc3)c2=O)C1 (configuration not stated),-2.8%,2.6%,0.2%,5.3%,-1.9%,-0.7%,-4.1%,-0.5%,-10.4%,-20.9%,-0.1%
COc1ccc(CCNC(=O)C2CCN(c3nn4c(=O)cc(C)nc4s3)CC2)cc1OC,-4.5%,-0.3%,-3.6%,?,5.9%,-0.4%,-7.9%,2.8%[0.365 µM],-6.2%,0.0%,0.1%
c1ccc2c(NC3C4CC5CC(C4)CC3C5)nc(N3CCOCC3)nc2c1 (configuration not stated),-3.1%,-16.9%,-6.9%,?,-0.3%,-5.2%,0.9%,-18.7%,-0.6%,-97.1%[inhibitor],0.9%
C/C(=N\NC(N)=O)c1ccccc1,1.3%,5.2%,5.0%,0.2%,-1.0%,-3.2%,2.1%,6.8%,9.7%,-0.8%,2.2%
COc1cc(C(=S)N2CCOCC2)ccc1OS(=O)(=O)c1ccccc1[N+](=O)[O-],3.0%,-2.3%,.,?,-6.0%,-3.7%,7.9%,23.0%,5.0%,17.5%,2.2%
O=C(OCCN1C(=O)c2cccc3c(N4CCOCC4)ccc(c23)C1=O)c1ccc(Cl)cc1,-16.3%,-6.2%,?,7.6%,0.1%,-8.6%,-7.0%,-0.6%,?,-67.2%,1.7%
CN(C(=O)C1CC1)C1CCS(=O)(=O)C1 (configuration not stated),-3.3%,-0.4%,.,.,-1.6%,-0.3%,6.3%,.,.,21.1%,-0.1%
Nc1c(Cl)ncnc1N/N=C/c1ccncc1,-2.8%,-0.6%,?,-19.7%,3.3%,-6.0%,-2.4%,-0.1%,0.0%,-5.7%,0.1%
CCOC(=O)C1=C(C)NC(SC)=C(C#N)C1CC(C)C (configuration not stated),-33.1%[inhibitor],-0.7%,-0.7%,-7.2%,-2.2%,-22.9%,0.8%,-2.2%,-16.7%,-50.8%,-1.4%
COCCCNC(=S)Nc1ccc2c(c1)OCCO2,9.5%,10.5%,?,-64.8%,4.8%,28.4%,?,1.3%,15.2%,42.9%,?
Cc1cccc(/C=N/NC(=O)c2ccc(Br)cc2)c1,13.9%,?,5.6%,17.8µM*,-4.8%,?,?,-20.1%,-2.3%,84.1%,3.38µM*
C/C(=N\NC(=O)c1ccccc1[N+](=O)[O-])c1c(O)cc(C)oc1=O,0.8%,-0.1%,12.5%,3.16µM*,16.9%,-8.9%,-0.5%,6.31µM*,15.7%,-18.4%,-0.9%
Cc1ccc(Cn2nc(C)c(NC(=O)CSc3n[nH]c(C)c3[N+](=O)[O-])c2C)cc1,-2.1%,-2.9%,-0.5%,-2.5%,1.7%,-3.0%,-15.3%,-17.6%,10.3%,-16.7%,-1.0%
Cc1cccc(C)c1NC(=O)C1CCN(S(C)(=O)=O)CC1,0.0%,1.4%,-1.6%,-12.1%,4.9%,4.5%,1.3%,-4.1%,2.8%,-22.8%,-0.8%
CCN(CC)c1ccc(SS(=O)(=O)O)cc1,1.9%&-2.9%,-9.7%&-7.8%,-11.2%&-9.1%,-8.0%&-3.4%,-3.5%,2.9%&4.6%,?,-6.4%&-9.4%,1.9%&5.2%,-46.3%&-36.1%,?
Cc1cccc(C(C(N)=O)c2ncc(C(F)(F)F)cc2Cl)c1 (configuration not stated),-2.1%,-1.6%,2.5%,-17.4%,2.9%,-1.2%,8.5%,4.6%,2.5%,3.3%,-2.1%
COc1cccc2cc(C(=O)NCc3ccccc3Br)c(=O)oc12,26.6%,13.3%,8.1%,-3.7%,5.5%,26.3%,8.4%,-2.7%,25.2%,-1.9%,-20.4%
Cc1nn(-c2ncc(C(F)(F)F)cc2Cl)c(=O)n1-c1ccc(F)cc1,-2.0%,5.6%,-3.2%,16.3%,5.3%,9.1%,3.4%,12.5%,4.7%,-2.3%,-0.9%
CC1(C)CC(=O)C=C(NCc2ccc(C(=O)O)cc2)C1,-0.1%,0.0%,-3.7%,0.3%,-7.2%,0.9%,-5.0%,-1.0%,-5.8%,8.4%,-2.8%
CCSC1=NCCN1S(=O)(=O)c1ccc2ccccc2c1,-0.8%,-12.2%,4.3%,4.9%,0.1%,-5.4%,-4.0%,4.3%,8.4%,27.9%,-8.7%
COc1cccc2cc(C(=O)C3=C(O)C(=O)N(CCN4CCOCC4)C3c3cccc(Cl)c3)oc12 (configuration not stated),0.1%,1.5%,20.1%,-4.2%,-13.8%,-0.6%,-1.7%,-1.9%,17.6%,-9.5%,1.0%
Cc1ccc(CN2CCN(Cc3cccc(-n4cccn4)c3)CC2CCO)cc1 (configuration not stated),-4.0%,-3.1%,-10.1%,?,-1.0%,-1.0%,-2.1%,-1.8%,1.3%,-36.6%,-2.3%
O=C(COc1cc(Cl)ccc1Cl)N1CCNC1=O,0.4%,-0.6%,.,.,1.0%,-1.5%,4.0%,.,.,-8.9%,4.7%
CN(Cc1cnn(-c2ccc(F)cc2)c1)Cc1nc(Cc2ccccc2)no1,-0.3%,-1.6%,-5.9%,-5.8%,-1.6%,-2.6%,-2.3%,4.2%,?,-22.8%,-4.5%
COc1ccccc1-n1ccnc(SCC(=O)NC2CCCC2)c1=O,-3.1%,-3.1%,.,.,-0.6%,1.9%,0.6%,.,.,-2.3%,-2.5%
Cc1cnccc1CN(C)Cc1nc(Cc2ccccc2Cl)no1,-18.3%,-8.7%,-5.0%,?,4.6%,-21.5%,-1.7%,?,-2.8%,0.0%,0.1%
CC(C)(C)c1cc(-c2nc(N)nc(N)n2)cc(C(C)(C)C)c1,0.1%,-0.1%,-4.8%,4.5%,-3.9%,-1.5%,-10.3%,-20.5%,-4.0%,3.0%,-15.8%
Cn1c(=O)c(=O)n(C)c2cc(S(=O)(=O)N3CCCCCC3)ccc21,-3.1%,0.1%,2.6%,-9.8%,.,1.2%,18.3%,2.9%,1.5%,-11.9%,1.3%
Cc1cccc(C(=O)NC(=S)N2CCc3ccccc3C2)c1,-3.5%,0.2%,-15.8%[11.5 µM],1.41µM*,-0.3%,-1.9%,-9.1%,3.55µM*,-1.5%,0.0%,-13.6%
COc1ccccc1N1CCN(C(=O)c2cc(-c3ccc(C)cc3)on2)CC1,-1.8%,-1.0%,-3.1%,-36.2%,4.8%,0.7%,6.8%,-4.7%,-5.3%,-7.0%,?
Cc1ccc(CSCCNC(=O)CSCc2ccc([N+](=O)[O-])cc2)cc1,-4.4%,0.0%,5.6%,17.1%,.,-5.6%,-2.7%,-0.4%,5.9%,-1.9%,-2.1%
O=[N+]([O-])c1ccc(O)c(C2=NNC(c3ccccc3F)C2)c1 (configuration not stated),1µM*,5.3%,9.2%,6.31µM*,-3.3%,0.316µM*,?,?,12.1%,-26.5%,3.38µM*
O=C(Nc1cc(C(=O)N2CCCC2)ccc1N1CCCC1)C1CC1,-2.0%,-0.5%,-10.4%,43.0%,5.7%,-1.5%,7.5%,-5.1%,1.2%,0.2%,-0.3%

# Source: PubChem BioAssay (National Center for Advancing Translational Sciences (NCATS))

# An excerpt; the hit share may differ from the screen's.
